GAA spleen mod: qHTS Assay for Inhibitors and Activators of Human alpha-Glucosidase From Spleen Homogenate; Lysosomal alpha-glucosidase (Homo sapiens), P10253; human spleen homogenate, 4-MU-alpha-glucoside fluorescence; Potency, µM (doses to about 79.9 µM), without a hit: top-dose activity change, negative = inhibition, usual class: inhibitors; 0.006% of 240,000 active; AID 2112, 2009;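 note: 0% = enzyme with vehicle and -100% = no enzyme basal signal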
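Human spleen homogenate (1 ug) incubated with compounds and 1 mM 4-methylumbelliferyl-alpha-D-glucopyranoside in pH 5.0 citrate/phosphate buffer, 37 C, 40 min. Stopped at pH 10; 4-MU fluorescence (Ex 365/Em 440 nm); AC50 by Hill fit.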
GAA glycogen mod: qHTS Assay for Inhibitors and Activators of Human alpha-Glucosidase Cleavage of Glycogen; Lysosomal alpha-glucosidase (Homo sapiens), P10253; recombinant GAA, glycogen substrate, Amplex Red glucose oxidase fluorescence; Potency, µM (titrated, usually from 76.4 µM), inactives show top-dose activity change, negative = inhibition, hits mostly inhibitors; 0.38% of 300,000 active;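 note: 0% = full enzyme reaction and -100% = no-enzyme basal signal; the screen sought inhibitors and activators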
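Natural-substrate format: glycogen cleavage by 4 nM human enzyme, glucose read by Amplex Red coupling (Ex 573, Em 610 nm). Normalized to enzyme and no-enzyme controls.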
RGS12 GoLoco inh: qHTS Assay for Inhibitors of RGS12 GoLoco Motif Activity (Red Fluorophore). Guanine nucleotide-binding protein G(i) subunit alpha-1 (Homo sapiens), P63096. Gai1:RGS12 GoLoco peptide FP, rhodamine, 10 min. Potency, µM (top dose mostly 61.6 µM), without a hit: top-dose activity, negative = inhibition, hits mostly inhibitors. 0.44% of 230,000 active; active = well fitted inhibition curve with a large enough effect, not every such curve was filed as active; inactive = no such curve, though single readings can be large or run the other way; note: % is set by controls: 0 for no effect and ±100 for the full control effect; nearly all actives have a fitted effect of over 30% in size; many of its hits are not listed in these tables
GLA spleen mod: qHTS Assay for Inhibitors and Activators of Human alpha-Galactosidase From Spleen Homogenate; Alpha-galactosidase A (Homo sapiens), P06280; human spleen homogenate, 4MU-alpha-Gal fluorescence, 40 min; Potency, µM (series often up to 80 µM), inactives show top-dose activity change, negative = inhibition, most hits filed as inhibitors; 0.008% of 240,000 active; AID 2107, 2009;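 note: 0% = enzyme with vehicle and -100% = no enzyme basal signal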
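Human spleen homogenate (1 ug) was the enzyme source, with 4-methylumbelliferyl-alpha-D-galactopyranoside (1 mM final) in pH 5.0 citrate buffer with 0.01% Tween-20. Compounds were titrated; after 40 min at 37C, NaOH/glycine stop, 4-MU fluorescence read; AC50 from Hill fits.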
JMJD2E inh: qHTS Assay for Inhibitors of Human Jumonji Domain Containing 2E (JMJD2E); JMJD2E catalytic domain, FDH-coupled NADH fluorescence (FDH is formaldehyde dehydrogenase); Potency, µM (titrated, usually from 57.1 µM), for inactives: at the top dose activity change, negative = inhibition, actives largely listed as inhibitors; 1.6% of 230,000 active; AID 2147, 2009; active = well fitted inhibition curve with a large enough effect, not every such curve was filed as active; inconclusive = small, poorly fitted or top-dose-only effect, or another doubt; inactive = no such curve, though single readings can be large or run the other way;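 note: 0% = wells with enzyme and -100% = buffer wells without enzyme; nearly all actives have a fitted effect of over 50% in size; many of its hits are not listed in these tables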
Target sequence (B2RXH2 1-337 limits assumed): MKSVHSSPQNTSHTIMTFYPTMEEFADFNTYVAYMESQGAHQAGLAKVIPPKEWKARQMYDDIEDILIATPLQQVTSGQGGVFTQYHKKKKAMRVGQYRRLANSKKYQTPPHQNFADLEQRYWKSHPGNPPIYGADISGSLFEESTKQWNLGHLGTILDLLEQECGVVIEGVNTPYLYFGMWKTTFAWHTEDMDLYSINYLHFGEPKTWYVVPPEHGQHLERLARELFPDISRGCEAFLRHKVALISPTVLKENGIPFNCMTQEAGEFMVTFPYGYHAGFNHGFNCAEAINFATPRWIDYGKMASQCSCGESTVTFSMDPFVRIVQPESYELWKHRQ
ALDH1A1 inh: qHTS Assay for Inhibitors of Aldehyde Dehydrogenase 1 (ALDH1A1). 7.3% of 220,000 active. Potency, µM (top dose mostly 75.3 µM), for the others: at the top dose activity, negative = inhibition, actives largely listed as inhibitors. Aldehyde dehydrogenase 1A1 (Homo sapiens), P00352. Purified ALDH1A1, NADH fluorescence, propionaldehyde substrate; active = well fitted inhibition curve with a large enough effect, not every such curve was filed as active; inconclusive = small, poorly fitted or top-dose-only effect, or another doubt; inactive = no such curve, though single readings can be large or run the other way;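 note: plate controls were no enzyme wells and a reference inhibitor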
Target sequence (P00352 whole entry, looked up): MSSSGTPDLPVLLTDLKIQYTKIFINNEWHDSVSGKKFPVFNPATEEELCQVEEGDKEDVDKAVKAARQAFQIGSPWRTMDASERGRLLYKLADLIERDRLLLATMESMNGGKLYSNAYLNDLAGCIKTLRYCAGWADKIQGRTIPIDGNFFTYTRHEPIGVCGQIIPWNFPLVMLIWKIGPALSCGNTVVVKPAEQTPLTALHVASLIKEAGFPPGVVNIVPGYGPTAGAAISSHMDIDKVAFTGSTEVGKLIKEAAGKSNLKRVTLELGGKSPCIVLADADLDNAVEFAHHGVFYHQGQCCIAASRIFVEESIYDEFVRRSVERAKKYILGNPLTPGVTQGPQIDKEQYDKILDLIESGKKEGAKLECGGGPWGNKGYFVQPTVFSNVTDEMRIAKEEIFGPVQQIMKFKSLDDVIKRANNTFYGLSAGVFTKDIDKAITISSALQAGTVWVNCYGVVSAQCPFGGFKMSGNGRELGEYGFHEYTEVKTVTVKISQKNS
GAA inhib: qHTS Assay for Inhibitors of Human alpha-Glucosidase as a Potential Chaperone Treatment of Pompe Disease. Potency, µM (doses to about 76.9 µM), inactives show at the highest dose activity change, negative = inhibition, usual class: inhibitors. Lysosomal alpha-glucosidase (Homo sapiens), P10253. purified human GAA, 4-MU-alpha-glucoside fluorescence. 0.005% of 200,000 active;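 note: plate controls were uninhibited enzyme wells for no effect and no-enzyme background for full effect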
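Fluorescence at Ex 365/Em 440 nm from 4-methylumbelliferone reported enzyme activity after 20 min at room temperature. Reactions used 4 nM enzyme and 400 uM substrate at pH 5.0; curves fitted with the Hill equation.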
SMN2 splice up: qHTS Assay for Enhancers of SMN2 Splice Variant Expression; HEK293 SMN2-luciferase splicing reporter, luminescence, 30-36 h; Potency, µM (doses to about 46.1 µM), for the others: at the top dose activity change, positive = activation, actives largely listed as activators; 2.8% of 210,000 active; AID 1458, 2008; note: % of control where 0% means no effect; nearly all actives have a fitted effect of over 55% in size
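HEK293 cells carry an SMN2 […]–luciferase reporter in which exon 7 inclusion puts luciferase in frame. Cells were plated 10-12 h before compound addition, then incubated 30-36 h at 37C. ONE-Glo luminescence was read; sodium butyrate at 4.5 mM final served as control.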
The depositor's hits bear a star; u = inconclusive; x = not tested or not shown; & = joins results of further samples; [ ] = dose if it differs, or a comment. Unless noted, calls come from the whole dose curve; as a rule, active = well fitted curve in the direction sought with a large enough effect; inconclusive = small, poorly fitted or top-dose-only effect, or another doubt; inactive = no such curve, though single readings can be large; an effect the other way counts as inactive or inconclusive. Potency is the fitted concentration of half-maximal effect. Some of the compounds tested. The share of hits here may be higher or lower than overall.

Below each SMILES – GAA spleen mod | GAA glycogen mod | RGS12 GoLoco inh | GLA spleen mod | JMJD2E inh | ALDH1A1 inh | GAA inhib | SMN2 splice up
Cc1ccc(NC(=O)Nc2cccs2)nc1
    -8% | u | -1% | -2% | 3% | -7% | -11% | u
CN(C1CCCCC1)S(=O)(=O)c1ccc(NC(=O)c2ccc(Br)o2)cc1
    -5% | -6% | -3% | -7% | u | u | -15% | -14%
CCN(CC)CC#CCC(O)(c1ccccc1)c1ccccc1
    -1% | 24% | 14% | -18% | -3% | 3% | u | -6%
Nc1nc(NC(=O)c2ccco2)nn1-c1ccccc1
    -2% | 18% | 0% | -1% | -1% | -6% | -3% | 22%
CCOC(=O)Nc1ccc2c(c1)N(C(=O)CCN1CCOCC1)c1ccccc1S2=O (stereo not given)
    2% | 1% | -1% | -4% | 2% | -7% | -2% | -4%
C/C(=N\Nc1ccc2nncn2n1)c1ccco1
    -6% | -22% | 5% | -8% | 1% | -2% | -21% | x
Cc1ccc(S(=O)(=O)N(C)c2ccc(OCC(=O)Nc3nnc(C4CC4)s3)cc2)cc1
    1% | -8% | 123%[activator] | 5% | 0% | u | -4% | -30%
O=C(CSc1nccn1-c1ccc(Cl)cc1)N1CCCc2ccccc21
    -4% | 4% | 9% | -5% | 1% | u | 3% | -4%
CC(C)OC(=O)c1ccc(NC(=O)c2cncc(Br)c2)cc1
    -7% | 0% | 3% | -5% | u | 18µM* | -4%[15.4 µM] | -21%
CCCCCOC(=O)CSc1nnc(-c2ccccc2)c(=O)[nH]1
    -4% | 9% | -3% | -2% | -2% | -4% | 8% | -14%
N#Cc1c(N)nc(Sc2ccc(Cl)cc2)c(C#N)c1-c1ccccc1Cl
    5% | -3% | 7% | 2% | u | x | x | x
COCCN=c1scc(-c2cccs2)n1/N=C(\C)c1ccco1
    -8% | -15% | 25% | -8% | 0% | u | -1% | u
O=C(NCCc1ccccn1)c1cc(-c2ccc(Cl)c(Cl)c2Cl)nc2ccccc12
    -3% | -1% | 5% | 6% | 23% | 4% | -8% | -24%
COc1ccc(CCNC(=O)c2cc3c(=O)n4cccc(C)c4nc3n(Cc3ccncc3)c2=N)cc1
    8% | 4% | 1% | 8% | u | u | 1% | 25%
CCN(CC(=O)c1c(N)n(C)c(=O)n(C)c1=O)c1cccc2ccccc12
    -5% | -8% | -3% | -4% | u | u | -28% | -21%
O=C1CCC(/C=C/c2ccccc2)=NN1
    -4% | -4% | -12% | -7% | -2% | 4% | -2% | 11%
Nc1ccc(O)c(C(=O)O)c1
    9% | x | 3% | 2% | u | u | x | -1%
COc1ccc(C2Nc3ccccc3C(=O)N2C2CCCCC2)cc1 (stereo not given)
    -11% | 4% | 7% | -1% | u | u | -1% | 22%
CCOP(=O)(OCC)C(Nc1ccc(C)cc1)c1ccco1 (stereo not given)
    3% | -2% | 55%[activator] | -2% | -2% | 7% | 2% | -28%
CN(CCC1CCOCC1)C(=O)CC1C(=O)NCCN1CC1CCCCC1 (stereo not given)
    -1% | 7% | -12% | -5% | u | -5% | 7% | -12%
CCOC(=O)C1CN(S(=O)(=O)c2ccccc2)CCN1S(=O)(=O)c1ccccc1 (stereo not given)
    -10% | -2% | 13% | 0% | -3% | u | -8% | -5%
Cc1ccc2[nH]c(=O)c(CN(CC3COCCO3)C(=O)Nc3ccccc3F)cc2c1 (stereo not given)
    -6% | 12% | 14% | -10% | u | u | 9% | -9%
O=C(CN1C(=O)COc2ccccc21)N1CCCc2ccccc21
    2% | -5% | -25% | -4% | -3% | -1% | -4% | 10%
Cc1ccc(S(C)(=O)=O)cc1S(=O)(=O)Nc1cccc(Cl)c1
    3% | 9% | 8% | 1% | -3% | -1% | -25% | 12%
CC(=O)Nc1ccc(NC(=O)C(C)OC(=O)CN(C)S(=O)(=O)c2ccc(Cl)cc2)cc1 (stereo not given)
    5% | 6% | 8% | -4% | 1% | 2% | -1% | -2%
Cn1nc(-c2ccccc2)cc1NC(=O)C1CCCCC1
    -4% | 5% | 3% | -6% | 0% | x | x | x
CCCCCCCCn1c(=O)c(C(=O)OC)c(N)c2ccccc21
    1% | -7% | 2% | 1% | u | x | x | x
O=C(c1cc2ncc(Br)cn2n1)N1CCN(C(=O)c2ccco2)CC1
    -6% | 0% | -2% | 7% | -2% | 25µM* | -7% | 15%
O=C(NNC(=S)NC(=O)c1ccccc1[N+](=O)[O-])c1ccccc1O
    3% | -11% | 7% | -4% | u | -10% | 4% | x
CC(Oc1ccc(Cl)cc1Cl)C(=O)N/N=C1\CCCc2ccccc21 (stereo not given)
    5% | 4% | 1% | -2% | 7% | -7% | -6% | x
CC1CCN(C(=S)SCc2nc(N)nc(Nc3ccccc3)n2)CC1
    -6% | -13% | -5% | 6% | -1% | x | x | x
OCCC1CN(Cc2ccccc2-c2ccco2)CCN1Cc1ccsc1 (stereo not given)
    -6% | 4% | 7% | -10% | 1% | u | x | x
C/C(=N/NC(=O)CNC(=O)C1COc2ccccc2O1)c1cccc(O)c1 (stereo not given)
    2% | 1% | -19% | 10% | 6% | -5% | 0% | -12%
Cc1cc(SCC(=O)c2cc(C)n(C)c2C)nc2ccccc12
    7% | -1% | 21% | -1% | 5% | -13% | -4% | -13%
CCNc1ncc2nc(-c3ccc(Cl)cc3)c(=O)n(Cc3ccc(F)cc3)c2n1
    -1% | x | 24% | 2% | x | u | x | x
COC(=O)C1=C(C)N=C2SC(C)C(=O)N2C1c1cccs1 (stereo not given)
    -1% | 1% | 0% | 3% | -2% | u | 3% | 12%
Cc1ccc(CN2CCN(/N=C/c3ccco3)CC2)c(C)c1
    -1% | -15% | 3% | -3% | 1% | u | -13% | -15%
COC(=O)Nc1sc2nc(C)cc(C)c2c1-n1cccc1
    -5% | 1% | 5% | 1% | 6% | 2% | -5% | 0%
O=C(NCCc1c[nH]c2ccccc12)c1ccc(-n2cnnn2)cc1
    -2% | 12% | 7% | -2% | 4% | -1% | 1% | -4%
Cc1c(Br)c([N+](=O)[O-])nn1CCCC(=O)Nc1sc2c(c1C#N)CCC2
    -5% | -1% | -2% | -1% | 5% | 10µM* | 3% | 1%[1.84 µM]
COCCNC(=O)CCc1c(C)nc2nc(-c3cc(OC)cc(OC)c3)nn2c1C
    -1% | 11% | 9% | 0% | -3% | 1% | -4% | -10%
CCC(=O)N1c2ccccc2NC2=C(C(=O)CCC2)C1c1cccnc1 (stereo not given)
    -3% | 7% | 2% | -17% | -8% | 7% | u | -10%
COc1ccccc1NS(=O)(=O)c1ccc(Cl)c(NC(=S)NC(=O)C2CCCC2)c1
    -9% | -4% | 4% | -14% | -3% | u | -3% | -3%
c1c(C2CCCCC2)n[nH]c1CN1CCCCC1
    0% | 4% | 12% | 14% | 1% | 15% | -4% | 15%
O=C(Nc1c(F)cc(F)cc1Br)C1CCCO1 (stereo not given)
    -3% | 3% | 8% | -6% | 3% | 6% | -4% | 2%
O=S(=O)(NCCc1ccccc1)c1ccccc1
    6% | 2% | 6% | 9% | 1% | -13% | -1% | 18%
CC(=O)c1cccc(NC(=O)COC(=O)COc2ccccc2C)c1
    -27% | -10% | 3% | -10% | 0% | 8% | -10% | 4%
Nc1nnc(-c2cn(-c3ccccc3)nc2-c2ccccc2)o1
    -3% | -5% | 5% | -3% | u | u | -14% | 16%
Cn1c(N2CCCCC2)cc(=O)n(C)c1=O
    1% | -19% | -5% | 5% | 5% | u | -1% | 4%
CSc1nc(NC(C)(C)C)nc(N2CCOCC2)n1
    0% | -1% | 3% | 7% | -5% | -5% | -13% | 0%

Following part
Below each SMILES – GAA spleen mod | GAA glycogen mod | RGS12 GoLoco inh | GLA spleen mod | JMJD2E inh | ALDH1A1 inh | GAA inhib | SMN2 splice up
CC(=O)Nc1ccc(S(=O)(=O)N2CCc3nc(COc4ccccc4)c4c(c3C2)CO[C@@H](C)C4)cc1
    2%[17.4 µM] | x | 3%[14.2 µM] | 1%[17.5 µM] | 3%[11.4 µM] | 9%[13.5 µM] | x | 1%[9.22 µM]
Oc1ccc2ccccc2c1C1Nc2cccc3cccc(c23)N1
    -1% | 10µM* | 3% | 1% | 28µM* | u | -4% | -1%
COc1ccc(-c2[nH]nc3c2C(c2ccncc2)C(C#N)=C(N)O3)cc1 (stereo not given)
    -18% | -1% | 6% | -5% | -25% | -6% | -2% | -1%
CC1=C(C(=O)OCC2CCCO2)C(c2ccc(C)o2)C2=C(CC(c3ccc(F)cc3)CC2=O)N1 (stereo not given)
    1% | -3% | -5% | 6% | -13% | u | 7% | -10%
Cc1nccn1S(=O)(=O)c1ccc(Br)cc1Br
    2% | -3% | 2% | -10% | 3% | 0% | -1% | -5%
O=C(COc1ccc2ccccc2c1)NCCn1ccc2ccccc21
    3% | -7% | 3% | -21% | -21% | -11% | -6% | -46%[inhibitor]
CC(C)CC(NC(=O)c1cccs1)c1nnc(SCc2ccc(Cl)c(Cl)c2)n1C (stereo not given)
    -9% | -8% | -4% | 3% | -6% | 3% | u | -16%
c1ccc(C2=NN(c3ccccc3)CC2)cc1
    2% | -12% | 1% | u | u | x | x | x
CCOC(=O)c1c(C)c(/C=N/Nc2ccccc2)n(C)c1C
    2% | u | 24% | -7% | 19% | u | 8% | 7%
COC(=O)c1c(C)nn(-c2ccccc2)c1N
    4% | 3% | -1% | 3% | -10% | 6% | 11% | 16%
Cc1ccccc1N1C(=O)c2cc(S(N)(=O)=O)c(Cl)cc2NC1C (stereo not given)
    -6%&5% | x | 14%&3% | 6%&16% | u | u | x | -3%&-18%

Assay outcomes from PubChem.
